L3MBTL1 inh: L3MBTL1 (human) inhibition. Potency, µM (top dose mostly 57.1 µM), for inactives: at the top dose activity, negative = inhibition, most hits filed as inhibitors. AlphaScreen L3MBTL1–H3K9me1 peptide binding. Q9Y468. 230,000 compounds, 0.66% hits; active means well fitted inhibition curve with a large enough effect; inconclusive means small, poorly fitted or top-dose-only effect; inactive means no such curve, though single readings can be large or run the other way; further: nearly all actives have a fitted effect of over 60% in size
Target sequence (Q9Y468 whole entry, looked up): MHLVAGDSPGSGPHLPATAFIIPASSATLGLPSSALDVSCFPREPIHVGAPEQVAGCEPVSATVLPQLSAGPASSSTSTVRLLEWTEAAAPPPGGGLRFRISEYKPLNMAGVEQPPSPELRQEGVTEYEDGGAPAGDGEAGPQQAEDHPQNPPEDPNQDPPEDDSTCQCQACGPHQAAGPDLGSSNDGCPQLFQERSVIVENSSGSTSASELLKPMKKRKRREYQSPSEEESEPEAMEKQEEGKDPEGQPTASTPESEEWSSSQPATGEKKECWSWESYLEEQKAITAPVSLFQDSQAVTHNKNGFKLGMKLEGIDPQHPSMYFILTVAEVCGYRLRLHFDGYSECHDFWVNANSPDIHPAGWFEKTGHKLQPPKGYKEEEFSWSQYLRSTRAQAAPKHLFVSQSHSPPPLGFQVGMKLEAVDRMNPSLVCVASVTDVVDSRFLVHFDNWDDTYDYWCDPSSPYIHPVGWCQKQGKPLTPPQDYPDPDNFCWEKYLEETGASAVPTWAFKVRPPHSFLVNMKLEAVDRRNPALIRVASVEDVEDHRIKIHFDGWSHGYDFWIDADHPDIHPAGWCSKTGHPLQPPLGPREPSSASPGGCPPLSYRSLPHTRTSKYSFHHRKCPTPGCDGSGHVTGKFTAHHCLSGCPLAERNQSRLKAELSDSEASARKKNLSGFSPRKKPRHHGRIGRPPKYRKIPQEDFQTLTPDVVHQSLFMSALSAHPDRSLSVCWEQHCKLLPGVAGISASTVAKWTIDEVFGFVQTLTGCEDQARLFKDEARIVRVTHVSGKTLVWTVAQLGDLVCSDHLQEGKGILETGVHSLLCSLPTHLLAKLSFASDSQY
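L3MBTL1 (50 nM) pre-complexed 30 min with biotinylated H3(1-15)K9me1 peptide (75 nM), then compounds added for 30 min at room temperature; AlphaScreen streptavidin donor/nickel chelate acceptor beads (10 ug/mL final) read after 30 min dark incubation.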
* marks the source's active call; other numbers are inactive results; [ ] = remark or other dose. On the % scale 0 is the no-effect control and ±100 the full control effect; potency means the concentration at half of the fitted maximal effect. These rows are one share of the data (hit frequency here may not be typical).

Sample of the layout (three entries):
`CS(=O)(=O)c1ccccc1C(=O)Nc1cc(Cl)ccc1-n1cncn1` gave L3MBTL1 inh -8%.
`COc1ccc(OC)c(N(CC(=O)NCCSCc2ccc(C)cc2)S(C)(=O)=O)c1` gave L3MBTL1 inh -1%[2.29 µM].
`COC(=O)c1ccccc1NC(=O)CCC(=O)N1CC(C)Oc2ccc(C)cc21` (centres undefined) gave L3MBTL1 inh 13%.

The listing, previewed entries included:
`CS(=O)(=O)c1ccccc1C(=O)Nc1cc(Cl)ccc1-n1cncn1` gave L3MBTL1 inh -8%.
`COc1ccc(OC)c(N(CC(=O)NCCSCc2ccc(C)cc2)S(C)(=O)=O)c1` gave L3MBTL1 inh -1%[2.29 µM].
`COC(=O)c1ccccc1NC(=O)CCC(=O)N1CC(C)Oc2ccc(C)cc21` (centres undefined) gave L3MBTL1 inh 13%.
For COc1ccc(CN2CCCC(N3CCN(c4cccc(Cl)c4)CC3)C2)cc1OC (centres undefined) the results were L3MBTL1 inh -9%.
Screening CCOC(=O)[C@H]1[C@H]2COc3ccccc3[C@@H]2N2C(=O)CN(Cc3ccccc3)C(=O)[C@@]12C returned L3MBTL1 inh 9%.
Screening Cc1ccccc1/C=C/c1cccc[n+]1C returned L3MBTL1 inh 6%.
`COc1ccc(-c2sc3ccc(OC)cc3c2C#Cc2cncn2C)cc1` gave L3MBTL1 inh -22%.
For CC(C)(C)OC(=O)N1CCC(C(=O)Nc2ccc3c(c2)CCC3)CC1 the results were L3MBTL1 inh -2%.
Screening CC(C)CC(=O)N1CCN(Cc2ccc(Cl)cc2)CC1 returned L3MBTL1 inh 1%.
Screening O=C(O)/C(=C\c1cccc(C(F)(F)F)c1)c1ccc(S(=O)(=O)N2CCCC2)s1 returned L3MBTL1 inh -2%.
Cc1ccnc(NC(=O)C2CC(=O)N(Cc3ccccc3)C2)c1 (centres undefined) was read as L3MBTL1 inh -7%.
For CCOC(=O)c1ccc(-c2c(-c3cc(OC)c(OC)c(OC)c3)noc2C)cc1F the results were L3MBTL1 inh 65%[activator].
For Cc1ccc2c(c1)N(C(=O)CCC(=O)N1CCOCC1)CCO2 the results were L3MBTL1 inh 9%.
COc1cc(N=Nc2ccc3ccccc3c2)ccc1O was read as L3MBTL1 inh inconclusive.
`CCC(C)c1ccccc1NC(=O)CN(CC)CC(=O)Nc1ccc2c(c1)OCCO2` (centres undefined) gave L3MBTL1 inh 5%.
Cc1ccc(S(=O)(=O)N2C/C=C\CN(S(=O)(=O)c3ccccc3Br)CC2)cc1 was read as L3MBTL1 inh 6%.
Cc1ccc(C(=O)Nc2cc(Cl)ccc2-n2cncn2)s1 was read as L3MBTL1 inh 2%.
`CCc1ccccc1NC(=O)CN1CCN(C(=O)CNC(=O)Cc2cccc3ccccc23)CC1` gave L3MBTL1 inh -4%.
Screening COc1cc(C(C)=O)ccc1O returned L3MBTL1 inh 2%.
CN(C(=O)CSc1nc(-c2cccs2)nc2ccccc12)C1CCS(=O)(=O)C1 (centres undefined) was read as L3MBTL1 inh 5%.
O=C(COC(=O)C12CC3CC(CC(Cl)(C3)C1)C2)Nc1ccc2[nH]c(=O)[nH]c2c1 was read as L3MBTL1 inh 3%.
Screening O=C(COC(=O)C1CC2CCCC(C1)C2=O)Nc1ccc(F)c(Cl)c1 (centres undefined) returned L3MBTL1 inh 2%.
Screening COc1ccc(CN(C)C(=O)c2ccc(Cl)c(S(=O)(=O)NCc3cccnc3)c2)cc1F returned L3MBTL1 inh 15%.
O=C(Nc1ccc(N2CCCCC2)cc1)C1CCCN1S(=O)(=O)c1ccc(F)cc1 (centres undefined) was read as L3MBTL1 inh inconclusive.

Molecules from the list above containing four or more nitrogen atoms, in the order listed:
`CS(=O)(=O)c1ccccc1C(=O)Nc1cc(Cl)ccc1-n1cncn1` gave L3MBTL1 inh -8%.
Cc1ccc(C(=O)Nc2cc(Cl)ccc2-n2cncn2)s1 was read as L3MBTL1 inh 2%.
`CCc1ccccc1NC(=O)CN1CCN(C(=O)CNC(=O)Cc2cccc3ccccc23)CC1` gave L3MBTL1 inh -4%.

Additional compounds follow:
`CN(C)CCCNc1cc(-c2ccccc2)nc2cc(-c3cccc(F)c3)nn12` gave L3MBTL1 inh 14%.
Cc1cc(C)n(CC(C)(O)c2ccccc2)n1 (centres undefined) was read as L3MBTL1 inh -8%.
For O=C(Nc1ccc2c(c1)N(S(=O)(=O)c1cccs1)CCC2)c1c(F)cccc1Cl the results were L3MBTL1 inh -4%.
`NC(=O)c1ccc(NC(=O)C2COc3ccccc3O2)cc1` (centres undefined) gave L3MBTL1 inh 2%.
For O=C(O)C1C2CCC(O2)C1C(=O)Nc1ccc(Cl)cc1F (centres undefined) the results were L3MBTL1 inh -9%.
NC(=O)CC(NC(=O)Cc1cccc2ccccc12)c1ccc(N2CCCCCC2)c([N+](=O)[O-])c1 (centres undefined) was read as L3MBTL1 inh -4%.
CCCCN(C(=O)c1ccc2c(c1)NC(=O)CS2)c1ccccc1 was read as L3MBTL1 inh 0%.
For C=CC[C@H](CC(=O)N(CCO)Cc1ccccc1)C(=O)N[C@H](COC(=O)[C@H](CC=C)CC(=O)OC(C)(C)C)Cc1ccccc1 the results were L3MBTL1 inh 0%.
`COc1ccccc1NS(=O)(=O)c1cc(C(=O)NCC2CCCO2)ccc1C` (centres undefined) gave L3MBTL1 inh 5%.
Screening O=C(NCc1cccc(Cl)c1)c1cccc(S(=O)(=O)N2CCCC2)c1 returned L3MBTL1 inh 3%.
Cc1ccc(S(=O)(=O)N(Cc2ccccc2)C(C)C)cc1 was read as L3MBTL1 inh 16%.
Screening Cc1ccc2oc(C(=O)N(C)CCC(O)c3ccccc3)c(C)c2c1 (centres undefined) returned L3MBTL1 inh 5%.

Reprinted from above, 2 compounds:
`CN(C)CCCNc1cc(-c2ccccc2)nc2cc(-c3cccc(F)c3)nn12` gave L3MBTL1 inh 14%.
Cc1cc(C)n(CC(C)(O)c2ccccc2)n1 (centres undefined) was read as L3MBTL1 inh -8%.

Arranged by SMILES length (smallest number first): part of the list above.
`NC(=O)c1ccc(NC(=O)C2COc3ccccc3O2)cc1` (centres undefined) gave L3MBTL1 inh 2%.
For O=C(O)C1C2CCC(O2)C1C(=O)Nc1ccc(Cl)cc1F (centres undefined) the results were L3MBTL1 inh -9%.
CCCCN(C(=O)c1ccc2c(c1)NC(=O)CS2)c1ccccc1 was read as L3MBTL1 inh 0%.
Screening Cc1ccc2oc(C(=O)N(C)CCC(O)c3ccccc3)c(C)c2c1 (centres undefined) returned L3MBTL1 inh 5%.
`CN(C)CCCNc1cc(-c2ccccc2)nc2cc(-c3cccc(F)c3)nn12` gave L3MBTL1 inh 14%.

Following part:
Screening O=C(COC(=O)COc1ccccc1F)NCc1ccco1 returned L3MBTL1 inh 4%.
O=C(CNC(=O)C1CCCCC1)OCC(=O)c1ccc(F)cc1 was read as L3MBTL1 inh -1%.
`CCN1C(=O)[C@H]2[C@@H](c3ccc(C)cc3)N3C(=O)N(c4cccc(Cl)c4)C(=O)[C@@]3(CC)[C@H]2C1=O` gave L3MBTL1 inh 0%.
Cc1ccc(O)c(NC(=O)C2CC(c3cccc(Br)c3)=NO2)c1 (centres undefined) was read as L3MBTL1 inh -3%.
Screening CCOC(=O)c1c(NC(=O)COC(=O)c2ncc(Cl)c(Cl)c2Cl)sc(C(=O)N(C)C)c1C returned L3MBTL1 inh -14%.
Screening Cc1cc(C)c(NC(=O)CSc2nc(=O)n(CCN3CCOCC3)c3c2CCC3)c(C)c1 returned L3MBTL1 inh -7%.
Screening CCN(C[C@H]1N[C@@](C)(C(=O)OC)[C@H]2C(=O)N(Cc3ccccc3)C(=O)[C@@H]12)C(=O)Nc1ccc(F)cc1 returned L3MBTL1 inh 6%.
`CCN(CC)C(=O)CSc1nnc(SC(C)C(=O)NC2CC2)s1` (centres undefined) gave L3MBTL1 inh -5%.
Cc1csc(SCC(=O)Nc2ccc(C)c(F)c2)n1 was read as L3MBTL1 inh 7%.
Screening COc1cc(C(=O)OCC(=O)NC23CC4CC(CC(C4)C2)C3)cc(OC)c1OC returned L3MBTL1 inh 4%.
Screening Nc1ccn(CC(=O)NCCCc2ccccc2)c(=O)n1 returned L3MBTL1 inh 3%.
C[C@@H](c1ccccc1)N1C[C@H]2CCCN2c2cc(Br)ccc2S1(=O)=O was read as L3MBTL1 inh 0%.
CCOC(=O)C1CCCN(C(=O)CCNS(=O)(=O)c2ccc(Br)cc2)C1 (centres undefined) was read as L3MBTL1 inh 3%.
CCOc1ccc(N2CC(NC(=O)c3cccc4ccccc34)CC2=O)cc1 (centres undefined) was read as L3MBTL1 inh 6%.
CCOC(=O)[C@@H]1[C@H]2COc3cc(OC)ccc3[C@H]2N2C(=O)N(c3ccc(C)cc3)C(=O)[C@@]12C was read as L3MBTL1 inh -5%.
For CCCN(C1CCS(=O)(=O)C1)S(=O)(=O)c1ccc2ccccc2c1 (centres undefined) the results were L3MBTL1 inh 6%.
For COc1ccc(N(C)C(=O)c2sc(Cl)nc2C)cc1 the results were L3MBTL1 inh 4%.
For CCOC(=O)C1=CC[C@H]2c3c(c4ccccc4n3C)C[C@H]1N2C the results were L3MBTL1 inh -1%.
COc1cc(C(=O)NC(C)C2CC3CCC2C3)cc(OC)c1OC (centres undefined) was read as L3MBTL1 inh 0%.
For CC(C)CN(C(=O)CSc1nnc2ccccn12)C1CCS(=O)(=O)C1 (centres undefined) the results were L3MBTL1 inh -7%.
CCc1ccc(Nc2nnc(SCC(=O)NC(=O)CN3CCCC3=O)s2)cc1 was read as L3MBTL1 inh -8%.
CCN(CC)c1ccc(S(=O)(=O)N2CCOCC2)cc1NC(=O)Cn1nc(C)c([N+](=O)[O-])c1C was read as L3MBTL1 inh -3%.
`C/C=C/c1ccc(OCCNCc2ccccc2)c(OC)c1` gave L3MBTL1 inh 1%.
`Cc1ccc(S(=O)(=O)CCC(=O)Nc2sccc2C(N)=O)cc1` gave L3MBTL1 inh inconclusive.
`Cc1noc(NS(=O)(=O)c2ccc(NC(=O)c3ccc(N(C)C)cc3)cc2)c1C` gave L3MBTL1 inh 3%.
For COc1ccc(NC(=O)CCSc2nc(C)cs2)cc1 the results were L3MBTL1 inh 11%.
`CC(=O)Nc1ccc(SCCN2CC[C@@H](O)CCC2=O)cc1` gave L3MBTL1 inh 4%.
Screening CC(C)(C)CNC(=O)[C@]1(C)CCC[C@@]2(C)C3CC[C@@]4(C)C[C@]3(CCC21)CC4=O (some centres undefined) returned L3MBTL1 inh 1%.
`O=C(Cc1cccc(NC(=O)C2CCN(C(=O)C3CC3)CC2)c1)Nc1cccc(C(=O)N2CCCC2)c1` gave L3MBTL1 inh -12%.
`CN(CC(=O)Nc1ccccc1C(F)(F)F)C(=O)c1ccc2c(=O)n3c(nc2c1)CCC3` gave L3MBTL1 inh 7%.
Screening CC(=O)c1ccccc1NC(=O)COC(=O)c1cc[n+]([O-])cc1 returned L3MBTL1 inh inconclusive.
Screening COc1ccc(C)cc1Nc1n[n+](C)c(-c2c3ccccc3cc3ccccc23)s1 returned L3MBTL1 inh -17%.
For COc1ccc(CNC(=O)COC(=O)c2ccc(OCC3CCCO3)cc2)cc1 (centres undefined) the results were L3MBTL1 inh 1%.
C=C(NC(=O)C(=C)NC(=O)c1csc(C2=NC3c4csc(n4)C4NC(=O)c5csc(n5)C([C@@](C)(O)C(C)O)NC(=O)C5CSC(=N5)/C(=C\C)NC(=O)C(C(C)O)NC(=O)c5csc(n5)[C@]3(CC2)NC(=O)C(C)NC(=O)C(=C)NC(=O)C(C)NC(=O)C(C(C)CC)NC2C=Cc3c(C(C)O)cc(nc3C2O)C(=O)OC4C)n1)C(N)=O (some centres undefined) was read as L3MBTL1 inh 2%.
O=C(Oc1ccc(F)cc1)N1CCOCC1 was read as L3MBTL1 inh 0%.
CC(C)(C)OC(=O)CNC(=O)c1[nH]cnc1C(=O)NC(c1ccccc1)c1ccccc1 was read as L3MBTL1 inh -5%.
Cc1ccnc(NS(=O)(=O)c2ccc(NC(=O)Cc3c(F)cccc3Cl)cc2)n1 was read as L3MBTL1 inh 2%.
For CSCCC(NC(=O)c1ccco1)C(=O)NC1CCCCCC1 (centres undefined) the results were L3MBTL1 inh inconclusive.
Cc1cccc(C(=O)NNC(=O)c2n[nH]c(=O)c3ccccc23)c1C was read as L3MBTL1 inh -2%.
For CC(=O)Nc1ccc(SCCN2CC[C@@H](C(C)(C)C)CCC2=O)cc1 the results were L3MBTL1 inh 9%.
CC(=O)c1cccc(NC(=O)C(C)OC(=O)c2cc(=O)[nH]c3ccccc23)c1 (centres undefined) was read as L3MBTL1 inh 2%.
`CN1CCN(S(=O)(=O)c2cccc(C(=O)N3CCN(c4ccccc4F)CC3)c2)CC1` gave L3MBTL1 inh -3%.
`NS(=O)(=O)c1cccc(NC(=O)CSc2nc3ccccc3c(=O)n2Cc2ccco2)c1` gave L3MBTL1 inh -10%.
COCc1ccc(-c2c(-c3cc(OC)cc(OC)c3)oc(=O)c3cc(OC)c(OC)cc23)cc1 was read as L3MBTL1 inh 0%.
Screening CCOc1ccc(OCCOC(=O)CN(C)S(=O)(=O)c2ccc(NC(C)=O)cc2)cc1 returned L3MBTL1 inh -5%.
Screening CC[C@]1(C(=O)OC)[C@H]2C(=O)N(Cc3ccccc3)C(=O)[C@H]2[C@H]2CN=C(SCC3CC3)N21 returned L3MBTL1 inh 31%[activator].
`CC(C)Oc1ccc(S(=O)(=O)N2CCOCC2)cc1NC(=O)C1CSC2(C)CCC(=O)N12` (centres undefined) gave L3MBTL1 inh 0%.
CCc1noc(C)c1C(=O)N1CCN(S(=O)(=O)c2ccc(C)cc2C)CC1 was read as L3MBTL1 inh 1%.
`Cc1ccc(CNC(=O)CCn2cc(-c3ccc(C)cc3)nc2-c2ccncc2)cc1` gave L3MBTL1 inh -1%.
O=C(COC(=O)/C=C/c1cccc(Cl)c1)Nc1c(F)cccc1F was read as L3MBTL1 inh 4%.
